# 5HT1E ag = agonists of human 5-HT1E serotonin receptor | 0.69% of 65,000 active | P28566 | activation, % at 6 µM | CHO 5-HT1E Ga15 NFAT-bla reporter, FRET; 0% DMSO wells, 100% control agonist wells;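 active = activation above a set limit, the screen-wide mean activation plus 3 SD, cut at about 8.5% in these data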;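 also: 100% = positive control agonist at 1 µM giving full maximal response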
# Target sequence (P28566 whole entry, looked up): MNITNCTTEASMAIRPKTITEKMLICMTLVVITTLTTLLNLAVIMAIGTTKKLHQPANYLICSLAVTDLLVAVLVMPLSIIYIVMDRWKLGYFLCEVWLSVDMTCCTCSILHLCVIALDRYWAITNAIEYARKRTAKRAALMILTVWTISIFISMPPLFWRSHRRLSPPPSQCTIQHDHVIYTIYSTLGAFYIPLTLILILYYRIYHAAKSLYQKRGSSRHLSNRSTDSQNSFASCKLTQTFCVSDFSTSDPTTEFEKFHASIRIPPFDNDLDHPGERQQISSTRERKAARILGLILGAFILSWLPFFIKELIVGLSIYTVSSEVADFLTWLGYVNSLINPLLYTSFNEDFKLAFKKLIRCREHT
# HTR1E antagonist = 5-HT1E (human) receptor antagonism; P28566; CHO 5-HT1E Ga15 NFAT-bla reporter, FRET, antagonist; inhibition, % at 6 µM; 0.99% of 65,000 active; AID 571;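 active = inhibition above a set limit, the mean inhibition across every tested compound plus 3 SD, cut at about 29% in these data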;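 also: signal is the 460 over 535 nm emission ratio of beta-lactamase substrate; 0% = agonist plus DMSO wells and 100% = wells without agonist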
# S1P3 ag = activates the human S1P3 receptor | 0.1% of 60,000 active | S1P3 NFAT-BLA reporter cells, agonism, FRET ratio; relative to 1 µM S1P, basal subtracted | AID 373 | Q99500 | activation, % at 4.5 µM;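 active = activation above the screen-wide mean plus 3 SD, cut at about 4.5% in these data, passing the limit was not always enough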; also: some compounds called inactive have numbers as strong as hits
#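 Assay system: CHO cells stably expressing human S1P3, Gα16 and NFAT-β-lactamase reporter. Timing: overnight plating, 4 h compound 37 °C, 2 h substrate RT. Signal: β-lactamase FRET emission ratio 460/535 nm. Measure: percent activation versus median 1 µM S1P response, basal-subtracted, per plate. Repeats: primary screen single test, confirmation screen in triplicate.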
# S1P1 ag-PAM = activates or potentiates agonism at human S1P1 receptor; 0.57% of 56,000 active; S1P1 CRE-bla cells, forskolin, beta-lactamase FRET, potentiator mode; S1P1 agonist co-added at EC20, 2 nM; 100% = saturating reference agonist, 0% = basal; activation, % at 9.5 µM;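 active = activation above a cutoff set at the mean activation of all tested compounds plus 3 SD, cut at about 54% in these data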;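 also: forskolin at 4 µM as EC80 and the EC20 agonist is SEW2871; 100% = SEW2871 at its EC100 plus forskolin at EC80; some compounds past the cut are filed as inactive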
# Target sequence (P21453 whole entry, looked up): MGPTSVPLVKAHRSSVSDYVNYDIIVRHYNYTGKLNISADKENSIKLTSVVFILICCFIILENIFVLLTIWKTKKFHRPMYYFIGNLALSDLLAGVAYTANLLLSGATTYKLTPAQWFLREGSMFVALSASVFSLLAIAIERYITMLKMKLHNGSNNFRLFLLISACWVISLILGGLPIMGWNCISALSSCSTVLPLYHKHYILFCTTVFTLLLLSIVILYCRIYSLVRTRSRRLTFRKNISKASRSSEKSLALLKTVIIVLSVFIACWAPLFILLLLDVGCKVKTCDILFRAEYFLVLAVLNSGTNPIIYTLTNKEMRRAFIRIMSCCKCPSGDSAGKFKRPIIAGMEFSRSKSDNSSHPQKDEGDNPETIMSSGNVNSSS
# SF-1 act = SF-1 (human) activation. 1.9% of 65,000 active. Q13285. CHO-K1 Gal4-SF-1 LBD luciferase reporter; % increase over DMSO SF-1-specific signal. activation, % at 10 µM;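 active = activation above the mean activation of all tested compounds plus 3 SD, cut at about 50% in these data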
#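 Material: Transient Gal4-SF-1 LBD reporter, CHO-K1 | Input: 4,000 cells/well | Dosing: One dose, 10 µM compound, 1% DMSO | Incubation: 20 h compound treatment, 37 °C | Detection: SteadyLite luciferase luminescence | Evaluation: Percent activation relative to DMSO median and mock-transfected background | Benchmarks: DMSO-treated SF-1-transfected cells as negative, DMSO-treated mock-transfected cells lacking SF-1 as background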
# AP complement = orthogonal test for alternative complement pathway inhibitors | Human serum alternative complement pathway, LPS-coated ELISA, C3 deposition; tested in compound mixtures | inhibition, % at 5 µM | 0.08% of 62,000 active | AID 1235;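 active = inhibition above 30% in each of the two pooled mixtures holding the compound, so the lower value exceeds 30%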;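 also: 0% = serum in Mg-EGTA without compound and 100% = EDTA serum blank; some compounds past the cut are filed as inactive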
#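 Assay system: human serum alternative complement pathway, C3 deposition on LPS-coated wells; Dosing: 5 µM per compound in ten-compound mixtures; Detection: Anti-C3 ELISA, OD 450 nm; Buffer or medium: Mg2+-EGTA GVB++ buffer containing human serum at 1:15 dilution; Timing: 1 h at 37 °C; Replication: two different pools per compound.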
# tolC growth inh = growth inhibitors of E. coli BW25113 tolC mutant; 2.2% of 65,000 active; growth inhibition, % at 10 µM (by protocol); OD615;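 active = growth inhibition at or above a cutoff equal to the mean over every tested compound plus 3 SD, cut at about 60% in these data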;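 also: growth measured after 20 h incubation at 37 °C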
#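 test system = E. coli BW25113 ΔtolC::kan bacteria | medium = LB with kanamycin 50 µg/mL | signal = OD at 615 nm | schedule = 37 °C, 20 h exposure | evaluation = % inhibition of E. coli growth | compound dosing = one dose of 10 µM final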
# RORa activator = activators of human nuclear receptor RORA; CHO-K1 Gal4-RORA LBD luciferase reporter, luminescence; percent increase over mock-subtracted basal signal; activation, % at 10 µM; 1.5% of 65,000 active;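 active = activation above the mean of all tested compounds plus 3 SD, cut at about 49% in these data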;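 also: 0% = DMSO-treated RORA cells and 100% = added signal equal to DMSO minus mock-transfected cells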
# 5-HT1A blocker = antagonists of human 5-HT1a serotonin receptor; CHO 5-HT1a Ga15 NFAT-bla reporter, antagonist mode; inhibition, % at 10 µM; 0.68% of 62,000 active;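 active = inhibition above the mean of all tested compounds plus 3 SD, cut at about 43% in these data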;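 also: receptor stimulated by 5-CT agonist at 100 nM near EC80; beta-lactamase reporter measured by ratiometric fluorescence of a cleavable substrate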
# * marks the source's active call; other numbers are inactive results; / = not tested or not shown. Outcome played no part in choosing rows. Share with any hit: about 7.1%.
SMILES,5HT1E ag,HTR1E antagonist,S1P3 ag,S1P1 ag-PAM,SF-1 act,AP complement,tolC growth inh,RORa activator,5-HT1A blocker
Cc1ccc2nc(SCc3nnc(-c4cccs4)o3)[nH]c2c1,0.8,-4,-1.0,-23,5,8,5,10,-3
O=S(=O)(c1cc(Cl)ccc1Br)N1CCOCC1,0.3,10,-1.8,-9,9,25,0,-9,8
CCc1cc(=O)oc2c(CN3CCCC3)c(O)c(Cl)cc12,1.8,4,-0.4,2,3,/,15,-4,/
COCCn1c(COc2ccc(Cl)cc2)nnc1SCC(N)=O,-0.2,-2,-1.1,5,-10,10,0,10,5
COc1ccc(CNC(=O)c2c(C)cc(=O)oc2C)cc1OC,0.2,0,-2.7,0,7,/,-6,-5,/
Cc1c(C(=O)OC2CCC(C)CC2)[nH]c2c1C(=O)CCC2 (centres undefined),0.3,4,-0.3,-7,34,-15,53,8,3
CCn1c(SCC(=O)c2c(N)n(C)c(=O)n(C)c2=O)nc2sc(C)c(C)c2c1=O,0.3,5,0.4,2,-17,21,6,-13,-12
CC1CC(C)CN(Cc2nc3c(c(=O)n(C)c(=O)n3C)n2Cc2ccccc2Cl)C1 (centres undefined),-0.6,-1,-0.4,3,-11,-12,-4,1,7
COC(=O)CSc1ccc2c(N)c(C(=O)OC)sc2c1,-0.1,-4,0.4,-4,9,3,-16,14,2
COc1ccc(C2c3c(oc4ccccc4c3=O)C(=O)N2CCCN2CCOCC2)cc1 (centres undefined),0.5,-4,0.0,-11,-16,/,-20,-8,-8
COc1cc2c(C(=O)NCc3ccccn3)cn(CC(C)C)c(=O)c2cc1OC,0.6,25,-0.4,-27,-7,11,-2,27,-4
CCC(=O)N1CCN(c2ccccc2NC(=O)COc2cccc(C)c2)CC1,0.0,-1,-0.4,/,-3,10,38,15,28
CC(=O)OCCN(CCOC(C)=O)c1c(C)[nH]c(=O)[nH]c1=O,0.4,-15,-1.1,-9,-12,-1,-6,-3,-7
CCOC(=O)C1CCN(C(=O)c2ccccc2NC(C)=O)CC1,1.5,1,-1.4,-17,3,9,-8,22,3
CCOc1ccccc1NC(=O)c1ccccc1-c1nc(-c2ccccc2)no1,0.7,-14,-0.8,-4,28,13,31,13,46*
CCOC(=O)c1cc2c(=O)n3cccc(C)c3nc2n(CCCOC)c1=NC(=O)c1cccnc1,2.0,12,/,/,13,6,10,14,-23
N#Cc1ccc(OCc2nnc(SCC(=O)N3CCCc4ccccc43)n2-c2ccccc2)cc1,-0.3,-2,-0.3,18,26,-6,42,-1,21
O=C(Nc1ccccc1N1CCOCC1)c1ccc(Br)o1,0.1,11,-0.7,-11,8,7,5,-25,-3
CCn1c(SCC(N)=O)nc2c1c(=O)n(C)c(=O)n2C,0.2,-8,0.2,-12,12,11,-25,-7,-8
COCCNC(=O)C(c1ccc(C)o1)N(Cc1ccc(F)cc1)C(=O)Cn1nnc2ccccc21 (centres undefined),-0.4,1,-0.5,-17,6,-9,-12,20,-3
CC(C)OC(=O)CSc1n[nH]c(-c2cccnc2)n1,-0.4,20,-0.8,-3,-4,13,-14,0,-6
COc1ccc(CNC(=O)C(C)OC(=O)c2cccn2C)cc1 (centres undefined),0.3,-1,1.1,-10,-13,5,-10,-10,-9
CCc1nnc(NC(=O)C2CCN(c3nccc(C)n3)CC2)s1,0.3,1,0.1,-5,2,8,-13,-12,-9
CS(=O)(=O)N(CC(=O)NCc1ccncc1)Cc1ccc(Cl)cc1,0.8,-9,0.6,/,-10,8,-4,-6,-11
COc1cc(S(=O)(=O)N2CCCCC2)ccc1NC(=O)c1ccc(F)cc1,-0.3,-2,-0.4,9,-16,8,-10,-1,-13
# Next part:
SMILES,5HT1E ag,HTR1E antagonist,S1P3 ag,S1P1 ag-PAM,SF-1 act,AP complement,tolC growth inh,RORa activator,5-HT1A blocker
CCOC(=O)[C@H]1CCC[C@@H](NS(=O)(=O)c2ccc(NC(C)=O)cc2)C1,-0.5,-5,-0.9,-20,18,7,-2,-4,-4
Cc1ccc(-c2cc(-c3cccc(F)c3)n[nH]2)c(O)c1,-0.5,-9,-0.3,12,53*,10,41,68*,26
C=CCn1c(N(C)C)nc2c1c(=O)[nH]c(=O)n2C,1.3,-4,-1.2,-11,4,23,-7,7,-11
CCOC(=O)C1CCN(S(=O)(=O)c2ccc3c(c2)CCCN3C(C)=O)CC1,-0.2,6,0.0,-5,-6,15,-24,-3,-1
O=S(=O)(NCC1CCCO1)c1ccc(Br)s1 (centres undefined),-0.2,1,/,/,-4,16,-13,-4,-1
Cc1cc(C)c2c(CC(=O)NCc3ccco3)coc2c1,-0.5,4,-1.0,6,0,3,-2,7,11
CCOc1ccc(NC(=O)c2cnc3scc(C)n3c2=O)cc1,0.5,6,-0.5,-17,-4,20,13,11,-27
CCOC(=O)N1CCC(NC(=O)c2cnc3n(c2=O)CCS3)CC1,-0.3,10,-1.0,-18,6,13,-6,11,1
CCCCn1nc(NC(=O)c2cccs2)c2cc3cc(OC)ccc3nc21,4.5,20,1.2,-1,16,2,63*,18,0
COCCN1CSC(=S)N(Cc2ccco2)C1,-0.2,-2,/,/,-6,-8,17,-18,-12
COc1ccccc1Nc1nc2ccccc2[nH]1,0.1,-2,-0.7,1,66*,0,15,6,22
CC[N+](C)(C)c1cccc(O)c1,5.3,9,-0.5,8,3,7,15,-7,/
O=C(NCCN1CCOCC1)c1ccccc1Oc1ccccc1,-0.2,10,0.1,-9,-9,11,-8,-5,-7
O=C1CCCC2=C1C1(CCCC1)N=C(Nc1nc3ccccc3o1)N2,0.5,-9,-0.7,-33,-20,9,-10,1,-6
COc1cccc(N2CCN(C(=O)c3cccnc3)CC2)c1,0.1,-1,-0.7,-9,-10,10,-15,-8,-7
CCO/C=C/C(=O)N(C)CCC#N,1.1,-7,-0.4,-22,6,6,-23,-21,-12
CC1(C)Cc2c(c(-c3ccccc3)nc(N3CCCC3)c2C(N)=O)CO1,0.7,10,-6.2,4,-8,0,2,-18,/
CCCCOC(=O)c1ccc(NC(=O)C2CCCO2)cc1 (centres undefined),-1.4,1,-1.4,18,30,18,0,39,12
Cc1ccc(-n2cnnn2)c2cccnc12,0.6,-2,-0.2,6,7,8,-5,-12,-7
Nc1ncnc2nc(N3CCN(C(=O)c4ccccc4)CC3)[nH]c12,-0.2,-7,-0.1,-5,-5,7,-17,-7,2
O=C(CN1CCN(Cc2ccc(Cl)cc2)C1=O)NCCN1CCCC1,0.8,17,-0.5,4,5,10,-6,-10,-4
Cc1ccc2[nH]c(=O)c(COC(=O)c3ccccn3)cc2c1,-0.6,2,-0.8,5,-4,-1,-4,-16,1
OC(c1ccccc1)c1nc2ccccc2s1 (centres undefined),0.6,-12,-0.1,-4,6,9,-8,10,6
O=C(CSc1nnc(-c2c[nH]c3ccccc23)n1-c1ccc(F)cc1)NCc1ccco1,0.7,7,-0.2,4,16,/,20,7,8
CC1CCCN(c2ncnc3c2cnn3-c2ccccc2)C1 (centres undefined),2.3,3,-0.8,4,-48,9,59,-57,15

# Record cards, as listed above:
# Record of `CCOC(=O)C1CCN(S(=O)(=O)c2ccc3c(c2)CCCN3C(C)=O)CC1` → 5HT1E ag = -0.2; HTR1E antagonist = 6; S1P3 ag = 0.0; S1P1 ag-PAM = -5; SF-1 act = -6; AP complement = 15; tolC growth inh = -24; RORa activator = -3; 5-HT1A blocker = -1
# Record of `Cc1cc(C)c2c(CC(=O)NCc3ccco3)coc2c1` → 5HT1E ag = -0.5; HTR1E antagonist = 4; S1P3 ag = -1.0; S1P1 ag-PAM = 6; SF-1 act = 0; AP complement = 3; tolC growth inh = -2; RORa activator = 7; 5-HT1A blocker = 11

# Other structures.
SMILES,5HT1E ag,HTR1E antagonist,S1P3 ag,S1P1 ag-PAM,SF-1 act,AP complement,tolC growth inh,RORa activator,5-HT1A blocker
CCOC(=O)N1CCN(C(=O)Nc2ccc3nc(-c4ccccn4)c(-c4ccccn4)nc3c2)CC1,0.2,-8,/,/,8,15,-9,2,-12
CN(c1ccc(O)cc1)c1nc(-c2ccccc2)cs1,0.7,4,/,/,9,-3,98*,16,33
CN(C)c1ccc(-c2nn3c(-c4cccnc4)nnc3s2)cc1,0.3,-11,-0.6,-23,-4,5,-14,-12,-11
Cc1c(C(=O)O)sc2ncn(C)c(=O)c12,-0.7,4,-0.6,-4,1,-8,-18,-8,6
O=C(NC1CCCCC1)c1cc(-c2ccco2)on1,-0.5,-13,0.0,13,58*,9,-20,18,4
O=C(Nc1cccnc1)c1c(O)c2cccc3c2n(c1=O)CC3,0.6,-2,-1.2,3,-20,4,30,-13,1
CC1CCCN(C(=O)c2ccc3nc[nH]c3c2)C1 (centres undefined),-0.2,-2,-0.6,-1,-7,14,-7,-18,-6
Cc1cccc(Nc2nc(N)nc(CN3CCN(c4ccccc4)CC3)n2)c1,0.3,4,0.2,8,-5,-9,25,9,9
COc1ccc(OC)c(C2=C[N+](=O)C(C)(C)C(C)(C)N2[O-])c1,0.1,-3,-0.6,-8,-6,14,-14,-1,-8
CCC(=O)Nc1ccc(Br)c(Cl)c1,-2.1,-8,-0.5,/,20,-6,17,-11,8
Cc1cc(NC(=O)CSc2cn(CCNC(=O)c3ccccc3)c3ccccc23)no1,0.0,-4,-0.5,-1,-5,13,6,6,1
Cc1cccc(-n2nnnc2SCn2nnc3ccccc3c2=O)c1,-1.5,19,-1.3,24,0,15,8,-11,8
c1ccc(-n2nnnc2-n2ccnc2)cc1,-0.8,-1,/,/,-1,-6,-9,1,15
Cc1ccc(/C(COc2ccccc2O)=N\O)cc1,-0.3,-3,-0.9,6,-6,8,0,-9,10
COC(=O)Nc1nc2ccc(C(=O)c3ccccc3)cc2[nH]1,1.4,75*,-5.5,13,-40,-5,12,-8,/
Cc1ccc(-n2nnnc2SCC(=O)Nc2ccc3c(c2)COC3=O)cc1C,-0.3,7,-0.3,/,40,-5,3,7,-6
O=C(COC(=O)c1cnccn1)c1ccc2c(c1)CCCC2,-0.2,2,/,/,-5,-4,-11,13,-14
O=C(Nc1cccnc1)c1cnn2cccnc12,0.3,-6,-1.2,-16,6,10,-1,7,4
CCCCOc1ccc(S(=O)(=O)Nc2cc(OC)ccc2OC)cc1,-0.4,6,-1.7,69,-21,10,70*,-19,7
O=C(c1ccccc1-c1ccccc1)N1CCN(c2ccccn2)CC1,-1.2,8,-1.3,/,6,1,17,16,25
O=C(c1cnn2c(C(F)F)cc(-c3ccccc3)nc12)N1CCN2CCCC2C1 (centres undefined),5.8,5,-1.0,-22,-5,4,5,-16,14
